PriA SSB inh – K. pneumoniae PriA-SSBct interaction inhibition; AlphaScreen SSBct-PriA binding, biotinylated peptide; inhibition, % at 33 µM; hit rate 0.6% among 430,000; AID 1272365; in the data active = inhibition mostly above about 37%, no sharp cut-off; inactive = mostly below about 20%;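 also: plate controls were negative control peptide for no effect and reference peptide for full effect; strong numbers were not always called active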
Active calls of the source: *; & = joins results of further samples. This is a subset; the hit share may differ from the screen's.

Structure,PriA SSB inh
O=C(CCS(=O)(=O)c1ccccc1)N1CCN(C(=O)C2CC2c2ccc(F)cc2)CC1 (configuration not stated),-4
O=C(C1CC=CCC1)N1CCc2ncncc2C1 (configuration not stated),-5
COc1ccc(C)cc1NC(=O)C(=O)NCCc1c[nH]c2ccccc12,19
Cc1c(C(=O)NCc2ccccc2-c2ccsc2)cnn1-c1ccccc1,12
COc1ccc2oc(-c3csc(NC(=O)Cc4ccc(F)cc4)n3)cc2c1,-6
Cn1nc(-c2ccc(F)cc2)cc1C(=O)NC[C@H](O)Cn1ccccc1=O,-5
Cc1ccc(NC(=O)N2CCN(c3ccc(-c4ccccc4C)nn3)CC2)cc1F,-5
O=C(NCC1CN2CCN1CC2)C1(c2ccc(Cl)cc2)CCCC1 (configuration not stated),4
CCNC(=O)N1CCC(c2nnc(-c3ccccc3OC)s2)CC1,-8
Cc1cc(OC2CN(S(=O)(=O)Cc3ccccc3F)C2)cc(=O)o1,3
ON=Cc1ccccc1OCc1ccccc1F,-19
O=C(c1ccc(Br)o1)N1CCc2nc3ccc(F)cn3c(=O)c2C1,-25
Cc1ccc(NC(=O)CC2CCCCN2S(=O)(=O)c2cccs2)cc1C (configuration not stated),27
Cc1nc2sccn2c(=O)c1NC(=O)NC1CCCCC1,13
CC(C)(C)OC(=O)N1CCN(C(N)=O)CC1,5
Cc1ccc(NC(=O)CSc2ccc(N3CCN(c4ccccc4Cl)CC3)nn2)cc1C,-8
COc1ccc(C(=O)Nc2ccc3c(c2)N(C(=O)c2ccco2)CC3)c(OC)c1,-4
O=C(c1ccc(N2CCCC2)nn1)N1CCN(S(=O)(=O)C2CC2)CC1,-10
CN(C)S(=O)(=O)c1ccc(C(=O)NC[C@H](O)c2ccoc2)cc1,-5
Cc1ccccc1-c1noc(Cn2c(=O)n(C(C)C)c(=O)c3ccccc32)n1,-17
Cc1ccc(C)c(Cn2nc3n(Cc4ccccc4)c(=O)c4ccc(C(=O)NC(C)C)cc4n3c2=O)c1,-1
O=C(Nc1ccc2c(c1)CN(C(=O)c1cccs1)CC2)c1cncc(Br)c1,-7
CCOc1ccc(-c2cc3c(=O)n(CC(=O)Nc4ccc(C(=O)OC)cc4)ncn3n2)cc1,2
O=C(CC1CCCCN1S(=O)(=O)c1cccs1)NCCC1=CCCCC1 (configuration not stated),4
O=C(CSC1=Nc2ccccc2C2=NC(c3ccccc3)C(=O)N12)N1CCN(c2ccccc2F)CC1 (configuration not stated),-9
N#CCSc1nc2cc3c(cc2c(=O)n1CCC(=O)N1CCN(c2ccccc2)CC1)OCO3,-12&5
COc1ccc(NC(=O)CNS(=O)(=O)c2ccc(C(C)(C)C)cc2)cc1,0
CCOC(=O)c1c(NC(=O)CCCN2C(=O)c3cccc4cccc(c34)C2=O)sc(C)c1C,-3
O=C(Cc1coc2ccc3ccccc3c12)NCc1ccco1,22
CC(=NNc1ccc(C(=O)O)cc1)c1ccc2c(c1)Nc1ccccc1S2,11
O=c1ccc(-c2cccs2)nn1CCCNS(=O)(=O)c1cccc(Cl)c1Cl,-4
CCc1ccc(-c2cc3c(=O)n(Cc4nc(-c5ccccc5C)no4)ccn3n2)cc1,-13
O=C(CSc1ccc(-c2cccc([N+](=O)[O-])c2)nn1)N1CCN(c2ccccc2)CC1,8
Cc1ccnc(SCCn2c(N3CCN(C(=O)c4ccco4)CC3)nc3c2c(=O)[nH]c(=O)n3C)n1,-14
COc1ccc(CNC(=O)NC[C@@](O)(c2ccccc2)C2CC2)cc1,-12
CCOC(=O)c1ccc(Nc2nc3sc4c(c3c(=O)s2)CCCC4)cc1,-8
Cn1nc(CNC(=O)CSCc2ccccc2)cc1C1CC1,-7
Cc1ccc(CSc2nc(CC(=O)N3CCc4ccccc43)cs2)cc1,-17
O=C(O)c1ccc(CSc2nc(-c3ccc(F)cc3)cs2)o1,-15
CC(=NNC(=O)c1ccco1)c1ccc(NC(=O)C(F)(F)F)cc1,-7
CC(=O)N1CCc2ccc(NS(=O)(=O)c3cccc(Cl)c3)cc21,-17
COc1ccc(C=NNC(=O)CCNc2n[nH]c(=O)[nH]c2=O)c(OC)c1,-23
COC(=O)c1sc2cccc(F)c2c1S(=O)(=O)NCc1cccnc1,52*
COC(=O)c1ccc(Nc2nc(-c3ccccc3)c3cc(Br)ccc3n2)cc1,-9
CSc1ccc(NC(=O)COc2ccccc2)nn1,-6
Cc1ccccc1Cn1cnc2c(cnn2CCNC(=O)c2cccs2)c1=O,4
O=C(Nc1cnn(C2CCOCC2)c1)c1ccccc1F,-10
CCc1ccc(C(=O)NCCNc2ccc(Nc3cccc(C)n3)nn2)cc1,-9

Look-ups from the entries so far.
COC(=O)c1ccc(Nc2nc(-c3ccccc3)c3cc(Br)ccc3n2)cc1 @ PriA SSB inh = -9
CSc1ccc(NC(=O)COc2ccccc2)nn1 @ PriA SSB inh = -6

Additional compounds:
canonical_smiles,PriA SSB inh
Cc1cc(NC(=O)CCCn2nc(-c3ccc(F)cc3)ccc2=O)on1,-12&-3
CCOC(=O)c1sc(NC(=O)c2ccccc2C)nc1-c1ccccc1,-12
O=C(OC(COCCC12CC3CC(CC(C3)C1)C2)CN1CCOCC1)c1ccccc1Cl (configuration not stated),-10
O=S(=O)(NCC1CCCN1c1nc2ccccc2o1)c1cccnc1 (configuration not stated),-11
COc1c2ccc(C(=O)N3CCN(c4ccccc4)CC3)cc2nn1C,-7
O=C1/C(=C/N2CCC3(CC2)OCCO3)Oc2cc(O)ccc21,-6
NC(=O)c1cc(C2CCCCN2C(=O)c2ccc(Cl)s2)[nH]n1 (configuration not stated),6
CCn1c(CNC(=O)Cc2ccccc2)nc2ccccc21,-5
O=C(Cc1cc(-c2ccc3c(c2)OCCO3)on1)NCc1cccnc1,8
Cc1ccccc1NC(=O)CSc1ccc(NC(=O)c2ccccc2)nn1,-9&0
O=C(CSc1nnc2scc(-c3ccc(Cl)cc3)n12)Nc1ccc2c(c1)OCCO2,-20&-13
Cc1csc2ncc(C(=O)Nc3nc(-c4ccccn4)cs3)c(=O)n12,51
O=C(c1cccc(C(F)(F)F)c1)N1CCC(c2nnc(C3CC3)o2)CC1,7
Cc1nc(SCc2ccccc2)[nH]c(=O)c1CC(=O)N1CCN(c2ncccn2)CC1,-3
Fc1cccc2sc(NCCCn3ccnc3)nc12,8
CC1(C)CS(=O)(=O)N(c2ccc(Cl)c(C(=O)NC3CCCC3)c2)C1=O,-6
C=c1ccccc1=C1NN=C(NC(C)=O)S1,-3
N#C/C(=C\N1CCC(Cc2ccccc2)CC1)C(=O)Nc1cccc(Cl)c1,-22
CCOC(=O)Nc1nc(CC(=O)Nc2ccc3c(c2)OCO3)cs1,2
O=C(Cn1cnc2ccccc21)N/N=C\c1c2ccccc2cc2ccccc12,-7
CCc1c(C#N)c(SCC(=O)NCc2ccc3c(c2)OCO3)nc2c1C(=O)CC(C)(C)C2,-2
COc1ccccc1/C=C\C=Nn1c(-c2ccc(Cl)cc2Cl)n[nH]c1=S,21
O=S(=O)(c1cccs1)N1CCN(c2ccc(-c3ccccc3)nn2)CC1,-11
CCC(=O)Nc1ccc(SCc2ccccc2Cl)nn1,-10&-8
O=C(NCCSC1CCOCC1)c1ccccc1C(F)(F)F,-26
O=C(Nc1cnn(C[C@H]2COc3ccccc3O2)c1)c1ccccc1C(=O)c1ccccc1,7
O=C(CSC1CCCC1)N(Cc1ccsc1)Cc1ccco1,-18
Cn1cccc(C(=O)NCc2cc(-c3ccc(F)cc3)on2)c1=O,-11
COc1cc(OC)cc(C(=O)N(CCCCN2C(=O)c3ccccc3C2=O)c2ccc(F)cc2F)c1,9
COc1ccc(OC)c2sc(N(CCN(C)C)C(=O)c3cccs3)nc12,0
CCOc1ccc(CC(=O)Nc2ccc(SCC(=O)N3CCCC3)nn2)cc1,-13
O=C(NCCCn1ccc2cccnc21)c1ccc(=O)[nH]n1,-8
CC1(C)COc2ccc(NS(=O)(=O)Cc3ccccc3F)cc2NC1=O,-5
CS(=O)(=O)N1CCN(c2nc3c(C(F)(F)F)cccc3s2)CC1,-10
CC(=O)Nc1cccc(NC(=O)C2CN(C(C)=O)C2)c1,4
CCOC(=O)CC(=O)CSc1nnc(NC(=O)Nc2ccc(F)cc2)s1,-37
O=C(CN1C(=O)c2cccc3cccc(c23)C1=O)Nc1ccc2c(c1)OCO2,-2&4
Cc1cccc(-c2noc(CSc3nc4ccsc4c(=O)n3Cc3ccccc3)n2)c1,-16
O=C1N=C(N2C=CC(=C3C=CNC=C3)C=C2)C(=CN=NC(=O)c2ccccc2)S1,-20
Cn1cc(CC(=O)N2CCN(C(=O)C3CC3c3ccc(F)cc3)CC2)c2ccccc21 (configuration not stated),1
CC(=NNC(=O)c1ccc(Cl)cc1)c1cccs1,-4
Cc1nc(-c2ccc(N3CCN(C(=O)c4ccc(=O)oc4)CC3)nc2)no1,1
O=C(NN=C1CC(=NNC(=O)c2ccncc2)c2ccccc21)c1ccncc1,15
CCOC(=O)c1c(C)[nH]c(N=Nc2ccc3c(c2)OCO3)c1C,23
CCOc1cccc2sc(N(CCCN(C)C)C(=O)C3CCCCC3)nc12,-1
Cc1ccccc1OCC(=O)N(CCn1cccn1)c1nc2ccccc2s1,-10
O=c1ccc(-n2cccn2)nn1CCNS(=O)(=O)c1ccc(OC(F)(F)F)cc1,-12
Oc1cccc(C=NNc2ccc(Cl)nn2)c1O,0
CCC(=NNS(=O)(=O)c1ccc(C)cc1)c1ccco1,-5
COc1cccc(-c2csc(-n3nc(C)cc3NC(=O)c3ccccc3[N+](=O)[O-])n2)c1,0

New compounds follow.
canonical_smiles,PriA SSB inh
Cc1cccc(OCC(=O)Nc2cc(-c3cccs3)nn2-c2nc(C)cc(=O)[nH]2)c1,-11
CCOc1ccc(NC(=O)NCc2ccnc(-c3ccco3)c2)cc1,5
O=C1N(Cc2cc(=O)n3ccccc3n2)c2ccccc2S(=O)(=O)N1c1cc(F)ccc1F,6
CC(C)c1nnc(C2CCN(CC(=O)Nc3cccnc3)CC2)o1,-4
O=C(NC[C@H]1CCCN1c1ccccc1)c1ccc(Cl)s1,20
Cc1cc2ncc3c(n2n1)CCN(C(=O)NCc1cccs1)C3,-4
N#Cc1nccnc1OC1CCN(C(=O)Cn2ncccc2=O)C1 (configuration not stated),-8
COc1ccc(NC(=O)c2cc(-c3ccc(C)cc3)c3cc(OC)c(OC)cc3c2)cc1Cl,-12&-9
COC(C)(CNC(=O)Nc1c(F)cccc1F)c1ccccc1F (configuration not stated),-12
CN(C)c1ccc(/C=C(\C#N)c2nc3ccccc3n2C)cc1,0
CCOc1ncc(NS(=O)(=O)c2ccc(OC)c(C)c2C)c(OCC)n1,-8
O=C(NC(Nc1ccc(Cl)cn1)C(Cl)(Cl)Cl)OCC1CCCO1 (configuration not stated),0
Cc1noc(-c2sccc2NC(=O)CC(c2ccccc2)c2ccccc2)n1,-11
O=C(NCC1(c2cccs2)CC1)c1ccc(C(F)(F)F)cc1,-5
Cc1cccc(NC(=O)C(=O)O)n1,-8
O=C(COc1ccc2ccccc2c1)NNC(=O)c1ccc(=O)n(Cc2ccccc2)c1,0
COCCn1c(=NC(=O)c2ccn(C)n2)sc2cc(S(C)(=O)=O)ccc21,1
O=C(CS(=O)(=O)c1ccc(Cl)s1)Nc1ccc2c(c1)OCO2,-10
O=C(NCc1ccc(F)cc1)NCC1CCN(C(=O)c2ccncc2)CC1,-16
Cc1cc(-c2ccccc2)nc(NN=Cc2cccnc2)n1,-1
O=C(COc1ccccc1)Nc1nnc(C2CCCCC2)o1,-22
O=[N+]([O-])c1ccc(Nc2nc(NN=Cc3cccc(F)c3)nc(N3CCCC3)n2)cc1,1
Cc1ccc(-c2ccc(=O)n(CCNC(=O)Nc3ccc(F)c(Cl)c3)n2)cc1,-3
CC(N)(CCP(=O)(O)O)C(=O)O (configuration not stated),-1
Cn1ccc(C(=O)N(Cc2cccnc2)c2nc3c(Cl)cccc3s2)n1,-1&4
O=C(Cn1cccc1)NCc1cncc(-c2cccs2)c1,12
Cc1cc(C)nc(SCC(=O)NN=Cc2cccc([N+](=O)[O-])c2)n1,1
O=C(NCc1cccs1)c1n[nH]nc1Nc1ccccc1,-22
Cc1ccc(/C=C2\SC(=S)N(N=Cc3cc([N+](=O)[O-])ccc3O)C2=O)o1,70
O=C1/C(=C/c2ccccc2F)Oc2c1ccc1c2CN(Cc2ccco2)CO1,-15
CC(=O)OCC1OC(Sc2nc3ccccc3[nH]2)C(OC(C)=O)C(OC(C)=O)C1OC(C)=O (configuration not stated),-19&-8
CSc1cccc2sc(N3CCN(C(=O)[C@H](C)Oc4ccccc4)CC3)nc12,6

Entries listed so far with an aryl thioether with sulfur outside any ring, in the order listed:
canonical_smiles,PriA SSB inh
Cc1ccc(NC(=O)CSc2ccc(N3CCN(c4ccccc4Cl)CC3)nn2)cc1C,-8
N#CCSc1nc2cc3c(cc2c(=O)n1CCC(=O)N1CCN(c2ccccc2)CC1)OCO3,-12&5
O=C(CSc1ccc(-c2cccc([N+](=O)[O-])c2)nn1)N1CCN(c2ccccc2)CC1,8
Cc1ccnc(SCCn2c(N3CCN(C(=O)c4ccco4)CC3)nc3c2c(=O)[nH]c(=O)n3C)n1,-14
Cc1ccc(CSc2nc(CC(=O)N3CCc4ccccc43)cs2)cc1,-17
O=C(O)c1ccc(CSc2nc(-c3ccc(F)cc3)cs2)o1,-15
CSc1ccc(NC(=O)COc2ccccc2)nn1,-6
Cc1ccccc1NC(=O)CSc1ccc(NC(=O)c2ccccc2)nn1,-9&0
O=C(CSc1nnc2scc(-c3ccc(Cl)cc3)n12)Nc1ccc2c(c1)OCCO2,-20&-13
Cc1nc(SCc2ccccc2)[nH]c(=O)c1CC(=O)N1CCN(c2ncccn2)CC1,-3
CCc1c(C#N)c(SCC(=O)NCc2ccc3c(c2)OCO3)nc2c1C(=O)CC(C)(C)C2,-2
CCC(=O)Nc1ccc(SCc2ccccc2Cl)nn1,-10&-8
CCOc1ccc(CC(=O)Nc2ccc(SCC(=O)N3CCCC3)nn2)cc1,-13
CCOC(=O)CC(=O)CSc1nnc(NC(=O)Nc2ccc(F)cc2)s1,-37
Cc1cccc(-c2noc(CSc3nc4ccsc4c(=O)n3Cc3ccccc3)n2)c1,-16
Cc1cc(C)nc(SCC(=O)NN=Cc2cccc([N+](=O)[O-])c2)n1,1
CC(=O)OCC1OC(Sc2nc3ccccc3[nH]2)C(OC(C)=O)C(OC(C)=O)C1OC(C)=O (configuration not stated),-19&-8
CSc1cccc2sc(N3CCN(C(=O)[C@H](C)Oc4ccccc4)CC3)nc12,6

Source: PubChem (Small Molecule Screening Facility, UW Madison)
